DRD3 agonist – D3 dopamine receptor (human) agonism; 0.58% of 410,000 active; D3R DiscoveRx beta-arrestin cells, luminescence, 90 min; max activation, %; AID 652048; in the data active means max activation above about 30%; further: 0% is about no effect; mostly tested at two doses, the higher about 12 µM
Target sequence (P35462 whole entry, looked up): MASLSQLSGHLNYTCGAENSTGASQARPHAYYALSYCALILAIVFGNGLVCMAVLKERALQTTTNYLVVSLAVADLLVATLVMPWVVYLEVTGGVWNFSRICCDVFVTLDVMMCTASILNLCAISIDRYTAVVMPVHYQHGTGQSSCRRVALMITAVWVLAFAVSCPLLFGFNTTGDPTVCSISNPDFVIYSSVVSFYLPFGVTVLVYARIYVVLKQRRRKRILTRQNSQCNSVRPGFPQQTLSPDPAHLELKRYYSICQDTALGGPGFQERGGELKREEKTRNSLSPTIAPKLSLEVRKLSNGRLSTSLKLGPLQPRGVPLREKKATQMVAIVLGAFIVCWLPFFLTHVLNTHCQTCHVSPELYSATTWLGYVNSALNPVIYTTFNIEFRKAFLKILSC
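Agonist-mode cell screen: cells plated at 1500/well and incubated overnight at 37 °C, then exposed to library compounds for 90 min at 37 °C. Detection reagent was added for 30–60 min at room temperature, and luminescence was read.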
PTHR1 agonist – PTHR1 (human) receptor agonism; Q03431; Potency, µM (doses to about 115 µM), inactives show top-dose activation, usual class: activators; 0.075% of 410,000 active; HEK293 GP2 PTHR1 cells, GloSensor cAMP luminescence, 1 h; AID 743266; active means well fitted activation curve with a large enough effect; inconclusive means small, poorly fitted or top-dose-only effect, or another doubt; inactive means no such curve, though single readings can be large or run the other way; further: potency means the concentration at half of the fitted maximal effect; nearly all actives have a fitted effect of over 55% in size; some results filed as inactive show a strong effect at the top dose; inactives centre near -15; many of its hits are not listed in these tables
Target sequence (Q03431 whole entry, looked up): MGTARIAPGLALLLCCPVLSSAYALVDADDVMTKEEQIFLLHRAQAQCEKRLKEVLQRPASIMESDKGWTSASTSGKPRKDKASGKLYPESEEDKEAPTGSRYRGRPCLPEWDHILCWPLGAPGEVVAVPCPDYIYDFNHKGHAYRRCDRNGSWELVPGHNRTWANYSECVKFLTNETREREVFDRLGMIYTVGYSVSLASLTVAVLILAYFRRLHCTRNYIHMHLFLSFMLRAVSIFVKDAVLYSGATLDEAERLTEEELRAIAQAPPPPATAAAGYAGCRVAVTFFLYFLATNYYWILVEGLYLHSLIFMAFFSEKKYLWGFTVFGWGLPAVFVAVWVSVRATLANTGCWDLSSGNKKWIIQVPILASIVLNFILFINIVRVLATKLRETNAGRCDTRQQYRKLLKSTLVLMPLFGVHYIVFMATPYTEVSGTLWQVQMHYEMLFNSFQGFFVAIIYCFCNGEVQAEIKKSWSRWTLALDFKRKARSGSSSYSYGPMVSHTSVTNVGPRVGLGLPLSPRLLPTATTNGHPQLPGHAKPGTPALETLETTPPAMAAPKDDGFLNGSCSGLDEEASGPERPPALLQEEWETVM
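HEK-293-derived GP2 cells expressing PTHR1 and a GloSensor cAMP reporter, 3,000/well, plated overnight, given luciferin plus IBMX (each 0.5 mM as added) for 1 h at 37 °C, then compound for 1 h at 37 °C. Luminescence was read after 15 min at room temperature.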
Active calls of the source: *; i = inactive; ? = inconclusive; [ ] = remark or other dose. Only part of the results is shown. The share of hits here may be higher or lower than overall.

No.	SMILES	DRD3 agonist	PTHR1 agonist
1	O=C(c1cccc(Cl)c1)N(Cc1ccco1)Cc1ccccc1Cl	-11	-72%[inhibitor]
2	CCC(C(=O)NCc1cc(OC)ccc1OC)n1nc(C)c2sc3ccccc3c2c1=O (stereo unspecified)	5	i
3	Cc1c(C(=O)N2CCCC2)oc2c1-c1nn(CC(=O)NC(C)c3ccccc3)cc1CC2 (stereo unspecified)	4	-19%
4	Cc1ccc(NC(=O)c2ncn(-c3ccccc3)n2)cc1Cl	-15	-11%
5	CCOC(=O)c1cc(S(=O)(=O)N2CCN(c3ccccc3OC)CC2)[nH]n1	-12	i
6	COc1ccc(-c2cc(C(C)=O)c(C)n2CCC(=O)Nc2ccc(C(F)(F)F)cc2)cc1	2	-26%
7	Cc1ccc(CNC(=O)CN(c2cc(C)cc(C)c2)S(=O)(=O)c2c(C)[nH]c(=O)[nH]c2=O)cc1	8	i
8	O=C(NCCSCc1ccc(Cl)cc1)C1CCN(S(=O)(=O)Cc2ccccc2)CC1	3	-14%
9	CC1CCCCN1C(=O)Cn1c(SCC(=O)N(C)c2ccccc2)nc2ccccc21 (stereo unspecified)	-6	i
10	COc1ccc(N2CCN(C(=O)c3cc4c(=O)n(Cc5cccs5)ccc4nc3C)CC2)cc1	-10	-12%
11	O=C(CS(=O)(=O)c1cccc2nsnc12)NCc1ccccc1	1	i
12	O=C(Nc1ccc(F)c(Cl)c1)Nc1c[nH]c(=O)[nH]c1=O	1	-21%
13	CCCCOc1cccc(C(=O)Nc2sc3c(c2C(=O)OCC)CCCC3)c1	-17	-24%
14	CC(=O)c1ccc(NC(=O)c2nc(-c3ccccc3)n(-c3ccc(C)cc3)n2)cc1	-6	-7%
15	COc1ccc(C(=O)N2c3nc(-c4ccco4)nn3C3(CCCCC3)[C@@H]3CCCC[C@@H]32)cc1OC	3	i
16	Cc1cc2c(cc1C)NC(CC(=O)Nc1cccc(Cl)c1)C(=O)N2 (stereo unspecified)	-7	19%
17	COc1ccc(-c2nc(CSCC(=O)NCCC(C)C)c(C)o2)cc1OC	6	i
18	COc1ccc(Cl)cc1NC(=O)c1cc(C)nc2c1c(C)nn2-c1ccccc1	-17	-17%
19	O=C(CCS(=O)(=O)c1cc(Br)cc2c1N(C(=O)C1CC1)CC2)NCc1ccc(Cl)cc1	-17	20%
20	O=C(CCC1N=C2c3ccccc3N=C(SCc3cccc(Cl)c3)N2C1=O)N1CCN(c2ccccc2)CC1 (stereo unspecified)	7	i
21	CCCCOc1ccc(C(=O)Nc2cccc(-c3nc4ccccc4o3)c2C)cc1	-4	i
22	COc1ccc2c(CNCc3ccc(C)o3)c(C(=O)O)n(Cc3ccccc3C)c2c1	-17	i
23	CC(=O)c1ccc(NC(=O)C2CCCN(S(=O)(=O)c3ccc4c(c3)CCCN4C(C)=O)C2)cc1 (stereo unspecified)	0	-14%
24	CC(C)(C)c1ccc(C(=O)NC(Cc2c[nH]c3ccccc23)C(=O)OCC(=O)c2ccc(Cl)cc2)cc1 (stereo unspecified)	-5	-9%
25	COC(=O)c1c(NC(=O)c2ccc(C(C)(C)C)cc2)sc2c1CCC(C)C2 (stereo unspecified)	-3	-20%
26	COc1ccccc1NC(=O)CC(c1cc(OC)c(OC)c(OC)c1)N1Cc2ccccc2C1=O (stereo unspecified)	3	i
27	CCCCC(=O)N1CCc2cc(OC)c(OC)cc2C1COc1ccc(OC)cc1 (stereo unspecified)	2	i
28	CCOc1ccc(OCC)c(NC(=O)CCc2nc3cccnc3n2Cc2cccs2)c1	-9	-2%
29	COc1ccc(OC)c(NC(=O)c2c(NCc3cccs3)sc3c2CCCCC3)c1	-18	-2%
30	COc1cccc(C(=O)NCC(=O)OCc2cc(=O)n3ccsc3n2)c1	0	-13%
31	O=C(CN1C(=O)c2ccccc2Sc2ncccc21)Nc1cccc(C(F)(F)F)c1	-5	-30%
32	CCNc1nc(Oc2ccc(OCC(=O)OC)nn2)nc(N2CCOCC2)n1	8	i
33	Cc1cc(C)cc(Nc2nnc(-n3nc(C)cc3C)c3ccccc23)c1	-10	-7%
34	CCOc1cc(Cl)c(S(=O)(=O)n2cc(C)nc2CC)cc1Cl	12	-41%[inhibitor]
35	CCOc1ccc(C2C(=O)N(C3CCCCC3)CC(=O)N2C2CCCC2)cc1OC (stereo unspecified)	8	-5%
36	CCOCCc1nn2c(=O)cc(COC(=O)c3ccccc3NC(=O)c3ccccc3F)nc2s1	0	i
37	CCN(CC)C(=O)C1CCN(S(=O)(=O)c2c(C)noc2/C=C/c2cccc(OC)c2)CC1	4	-7%
38	CCN(CC)CCCNC(=O)c1cc(-c2ccc(OC)c(OC)c2)on1	7	i
39	COc1cc(C(=O)Nc2ccc(-c3nc4ccccc4o3)c(O)c2)cc(OC)c1OC	-1	-4%
40	COc1cccc(-c2nc(S(=O)(=O)c3ccc(C)cc3)c(N3CCCCC3)o2)c1	-2	i

Among those listed so far, two contain a CF3 group.
No.	SMILES	DRD3 agonist	PTHR1 agonist
6	COc1ccc(-c2cc(C(C)=O)c(C)n2CCC(=O)Nc2ccc(C(F)(F)F)cc2)cc1	2	-26%
31	O=C(CN1C(=O)c2ccccc2Sc2ncccc21)Nc1cccc(C(F)(F)F)c1	-5	-30%

Going on with the list:
No.	SMILES	DRD3 agonist	PTHR1 agonist
41	CCOc1ccc(-c2cc(C(=O)NCc3ccc(OCC)c(OC)c3)[nH]n2)cc1	7	i
42	COC(=O)c1ccc(Cl)cc1NC(=O)N1CC2CCCN2c2ccccc21 (stereo unspecified)	-4	i
43	CC1CCN(S(=O)(=O)c2ccc3c(c2)N(CC(=O)NC(C)c2ccccc2)C(=O)CO3)CC1 (stereo unspecified)	-8	-1%
44	COc1ccccc1NC(=O)C1=C(C)Nc2nc(SCc3ccccc3F)nn2C1c1cccs1 (stereo unspecified)	-2	-8%
45	COc1cccc(NC(=O)CCNS(=O)(=O)c2ccc3c(c2)CCCC(=O)N3)c1	9	i
46	CCOC(=O)COc1ccc(CC)cc1C(=O)c1ccn2nc(-c3ccccc3)cc2n1	6	-10%
47	CN(C)c1ccc(CNC(=O)C2CCN(S(=O)(=O)c3ccc4[nH]c(=O)ccc4c3)CC2)cc1	1	i
48	O=C(c1cnc2cc(-c3ccccc3)nn2c1)c1cc([N+](=O)[O-])ccc1O	-12	-92%[inhibitor]
49	CC(=O)c1ccc(NC(=O)Cn2c(=O)cc(C)c3c(C)nn(-c4cccc(F)c4)c32)cc1	2	i
50	Cc1nc2ccn(Cc3cccs3)c(=O)c2cc1C(=O)N1CCN(c2ccccc2F)CC1	-10	-30%
51	COc1ccc(OC)c(NC(=O)CN2C(=O)COc3ccc(S(=O)(=O)NC4CCCC4)cc32)c1	3	-3%
52	CCOc1ccc(-c2cc(C(=O)NCCCOC)c3c(-c4ccc(CC)cc4)[nH]nc3n2)cc1	-8	-27%
53	Cc1ccc2c(=O)c(C(=O)c3cccc(Cl)c3)cn(CC(=O)NCc3ccc(F)cc3)c2n1	5	i
54	CN1C(=O)Cc2cc(S(=O)(=O)CCC(=O)Nc3ccc(F)c(Cl)c3)ccc21	-10	i
55	Fc1ccc(-n2ncc3c(N4CCCCCC4)ncnc32)cc1	9	-89%[inhibitor]
56	CCc1ccccc1-n1cnc2cc(C(=O)NC3CCCCCC3)ccc21	-27	-13%
57	COc1ccc(N2C(=O)CSC23C(=O)N(Cc2cccc(C(F)(F)F)c2)c2ccccc23)cc1 (stereo unspecified)	5	-16%
58	CCOc1ccccc1NC(=O)C1CCCN(S(=O)(=O)c2cccs2)C1 (stereo unspecified)	-7	-42%[inhibitor]
59	CC(=O)c1ccc(N2CCN(c3ccc(NC(=O)c4ccc(F)cc4)cc3C(=O)O)CC2)cc1	-2	-3%
60	O=C(Nc1ccc(Br)cc1)C1CCN(S(=O)(=O)c2cccc3nsnc23)CC1	-5	-39%[inhibitor]
61	Cc1ccc(NC(=O)c2ccc(=O)n(Cc3ccccc3C)c2)c(C)c1	7	-2%
62	COc1cc(CNc2ccc3[nH]c(=O)[nH]c3c2)cc(Cl)c1OCc1ccccc1F	10	-6%
63	CCCCOC(=O)c1ccc(Nc2ncnc3[nH]ncc23)cc1	3	-42%
64	COc1ccc(N2CCN(C(=O)C3CCN(S(=O)(=O)c4cn(C)cn4)CC3)CC2)cc1	-9	i
65	O=C(Nc1ccc(Br)cc1F)N1CC=C(c2c[nH]c3ccccc23)CC1	-27	i
66	COc1cccc2sc(NC(=O)c3ccc4c(c3)OCCO4)nc12	4	-35%[inhibitor]
67	O=c1c2cccnc2n(Cc2ccccc2F)c(=O)n1Cc1ccc(F)cc1	3	?
68	Cc1ccc(NC(=O)C2CCCN(S(=O)(=O)c3ccc4c(c3)CCCC(=O)N4)C2)cc1N(C)C (stereo unspecified)	1	-17%
69	COc1ccc(NC(=O)c2ccco2)cc1NC(=O)COc1cc(C)cc(C)c1	10	-19%
70	CCCNC(=O)Cn1nc(-c2ccc(F)cc2)c2cnc3ccc(F)cc3c21	-8	i

Profiles, looked up by structure.
O=c1c2cccnc2n(Cc2ccccc2F)c(=O)n1Cc1ccc(F)cc1 in the list: DRD3 agonist = 3; PTHR1 agonist = ?
CCOc1cc(Cl)c(S(=O)(=O)n2cc(C)nc2CC)cc1Cl in the list: DRD3 agonist = 12; PTHR1 agonist = -41%[inhibitor]
CC(C)(C)c1ccc(C(=O)NC(Cc2c[nH]c3ccccc23)C(=O)OCC(=O)c2ccc(Cl)cc2)cc1 (stereo unspecified) in the list: DRD3 agonist = -5; PTHR1 agonist = -9%

Later entries
No.	SMILES	DRD3 agonist	PTHR1 agonist
71	COc1ccc(CCNC(c2ccc(F)cc2)c2nnc(-c3ccccc3Cl)o2)cc1OC (stereo unspecified)	5	-21%
72	Cc1cccn2c(=O)c3cc(C(=O)NC(C)(C)C)n(C)c3nc12	12	-6%
73	CCn1ccc2cc(S(=O)(=O)N3CCC(C(=O)NCc4ccc(OC)cc4)CC3)ccc21	-1	7%
74	Fc1ccc(-c2cn3cc(Cc4ccccc4Cl)sc3n2)cc1	-4	-89%[inhibitor]
75	O=C(Cn1nc2c(cc1=O)CCCC2)Nc1ccccc1C(F)(F)F	4	-20%
76	COc1cc2c(cc1OC)C(c1ccc(F)cc1)N(c1ccccc1)C(=O)C2 (stereo unspecified)	4	-45%[inhibitor]
77	COc1ccc2c(c1)c(=O)c(C(=O)c1ccccc1)cn2CC(=O)Nc1ccc2c(c1)OCCO2	-4	i
78	O=C(Cn1nnnc1-c1ccccc1F)Nc1ccc(F)c(F)c1	11	0%
79	COc1ccccc1NC(=O)Cn1c(=O)n(Cc2ccccc2)c(=O)c2ccccc21	4	i
80	C=CCC(CC=C)(CNC(=O)C(=O)Nc1ccc(Br)cc1)c1ccc(OC)c(OC)c1	-10	-21%
81	Cc1cc2n(n1)CCCN2C(=O)Nc1ccccc1C(F)(F)F	2	-6%
82	CCOC(=O)c1cc(-c2ccccc2)n(CCCC(=O)Nc2cccc(C)c2)c1C	-15	-14%
83	Cn1cc(-c2cc3n(n2)CCC(=O)N3CCCC(=O)Nc2ccc(F)cc2F)c2ccccc21	-11	-23%
84	CCOC(=O)c1ccc(CN(Cc2ccc(F)cc2)S(=O)(=O)c2ccc(F)c(C(=O)Nc3cc(Cl)ccc3OC)c2)cc1	4	i
85	Cc1sc2c(c1C)c(=O)n(-c1ccccc1)c(=O)n2CC(=O)c1ccc(Cl)cc1	-6	-22%
86	CCn1ccc2cc(S(=O)(=O)N3CCC(C(=O)NCCc4ccccc4Cl)CC3)ccc21	0	i
87	Cc1oc(-c2cccc(Cl)c2)nc1CS(=O)(=O)CC(=O)NC(C)CCc1ccccc1 (stereo unspecified)	11	-58%[inhibitor]
88	CCc1ccc2ncc3c(-c4ccccc4)nn(-c4ccccc4)c3c2c1	1	-35%[inhibitor]
89	CC(C)CCNC(=O)c1ccc2c(c1)nc1n2CCCCC1	-20	-28%
90	COc1ccc(-c2nc(-c3ccccc3)c(-c3ccccc3)[nH]2)cc1Br	5	-52%[inhibitor]
91	CCC(Oc1ccccc1)C(=O)Nc1ccc(O)c(-c2nc3cc(C)ccc3o2)c1 (stereo unspecified)	-1	i
92	O=C(Cn1c(=O)c2cc(Cl)ccc2n2nncc12)Nc1ccccc1	11	i
93	CCOC(=O)c1c(-c2ccc(Br)cc2)csc1NC(=O)c1ccc(C(C)(C)C)cc1	7	-17%
94	Cc1ccc(CNC(=O)CCNS(=O)(=O)c2ccc3c(c2)oc(=O)n3C)cc1	2	-2%
95	Cc1ccc(CN(C(=O)c2ccccc2Br)C2CCS(=O)(=O)C2)o1 (stereo unspecified)	-4	-11%
96	O=C1c2oc3ccccc3c(=O)c2C(c2cccc(Br)c2)N1c1ccccn1 (stereo unspecified)	3	-4%
97	COc1ccc(N2CCN(CCCNC(=O)c3ccc4nc(Cc5ccccc5)oc4c3)CC2)cc1	4	-33%[inhibitor]
98	Cc1nn(Cc2ccc(Cl)c(Cl)c2)c(C)c1NC(=O)c1noc2c1CCc1ccccc1-2	0	-52%[inhibitor]
99	COc1ccc(CCNC(=O)c2c(C)oc3ncnc(N4CCOCC4)c23)c(OC)c1	4	-22%
100	CC(C)CN(CCNC(=O)c1cn(C)c2ccc(S(=O)(=O)N3CCOCC3)cc2c1=O)CC(C)C	6	i
101	CC1CCN(C(=O)c2cnn(-c3cccc(Cl)c3)c2C2CCN(C(=O)OC(C)(C)C)CC2)CC1	-13	i

Source: PubChem
